Vif-A3G inh: qHTS for Inhibitors of Vif-A3G Interactions: qHTS; DNA dC->dU-editing enzyme APOBEC-3G (Homo sapiens), Q9HC16; HeLa A3G-eYFP + Vif (tagged APOBEC3G with the HIV-1 protein that degrades it), YFP fluorescence, overnight; Potency, µM (highest dose often 46.1 µM), inactives show at the highest dose activity, negative = active, actives largely listed as inhibitors; 410,000 tested, 0.076% active;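 further: potency means the concentration at half of the fitted maximal effect; on the % scale 0 is the no-effect control and ±100 the full control effect; nearly all actives have a fitted effect of over 60% in size; hits raise eYFP signal because A3G escapes Vif-driven loss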
Target sequence (Q9HC16 whole entry, looked up): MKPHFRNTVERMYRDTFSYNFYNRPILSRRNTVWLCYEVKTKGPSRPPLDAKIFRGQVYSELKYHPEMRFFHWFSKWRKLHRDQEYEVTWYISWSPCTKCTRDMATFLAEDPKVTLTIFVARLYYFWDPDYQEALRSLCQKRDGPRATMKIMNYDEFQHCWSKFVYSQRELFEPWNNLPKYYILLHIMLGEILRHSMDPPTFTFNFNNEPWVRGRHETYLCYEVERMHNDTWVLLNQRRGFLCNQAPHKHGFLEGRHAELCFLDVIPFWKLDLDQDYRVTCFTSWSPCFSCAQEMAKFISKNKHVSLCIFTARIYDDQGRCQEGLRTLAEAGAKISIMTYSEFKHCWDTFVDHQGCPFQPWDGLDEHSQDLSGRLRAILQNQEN
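Read-out is eYFP fluorescence (Ex 488/Em 500-530) from Vif-expressing HeLa A3G-eYFP cells; more signal means A3G escaped Vif-mediated degradation. Cells plated overnight, compound pinned in, incubated overnight at 37 deg C.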
Vif-A3F inh: qHTS for Inhibitors of Vif-A3F Interactions: qHTS | AID 602313, 2012 | Potency, µM (series often up to 46.1 µM), inactives show at the top dose activity, negative = active | HeLa A3F-eYFP + Vif (tagged APOBEC3F with the HIV-1 protein that degrades it), YFP fluorescence increase | 390,000 tested, 0.2% active; further: potency means the concentration at half of the fitted maximal effect; % of control where 0% means no effect; nearly all actives have a fitted effect of over 65% in size
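HeLa cells stably expressing Vif plus C-terminally eYFP-tagged A3F were seeded, incubated overnight at 37 deg C, dosed with compound, incubated overnight again at 37 deg C. Yellow fluorescence (Ex 488/Em 500-530) reported blocked Vif-mediated A3F-eYFP degradation.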
D2 agonist: HTS Assay for Allosteric Agonists of the Human D2 Dopamine Receptor: Primary Screen for Agonists | 340,000 tested, 0.53% active | HEK293 T-REx D2 cells, calcium flux agonist mode | D(2) dopamine receptor (Homo sapiens), P14416 | activation, % at 2 µM;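 active means activation over 3 SD above normal in the single-dose calcium agonist read, cut at about 30% in these data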; further: 0% is about no effect
Target sequence (P14416 whole entry, looked up): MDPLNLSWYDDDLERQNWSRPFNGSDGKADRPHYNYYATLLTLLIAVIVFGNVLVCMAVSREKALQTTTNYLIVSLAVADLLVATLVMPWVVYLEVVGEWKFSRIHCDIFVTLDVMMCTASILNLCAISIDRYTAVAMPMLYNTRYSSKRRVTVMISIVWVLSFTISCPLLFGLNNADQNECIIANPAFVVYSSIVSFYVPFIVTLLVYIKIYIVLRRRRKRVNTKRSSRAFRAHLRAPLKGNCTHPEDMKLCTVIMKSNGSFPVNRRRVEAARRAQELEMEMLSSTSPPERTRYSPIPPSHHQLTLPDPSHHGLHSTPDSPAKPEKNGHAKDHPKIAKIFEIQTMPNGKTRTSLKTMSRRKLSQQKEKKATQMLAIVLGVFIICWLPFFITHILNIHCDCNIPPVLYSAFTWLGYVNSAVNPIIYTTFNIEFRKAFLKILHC
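HEK293 Trex D2 cells, tetracycline-induced, o/n 30 C 5% CO2; no-wash Ca dye, RT 30–90 min; 10-cycle baseline, 23 nl cpd added, kinetic Ca read 180 s; agonist hits = positive Ca response.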
Glioma ERSR ind: qHTS for Inducers of the Endoplasmic Reticulum Stress Response (ERSR) in Human Glioma: qHTS; U87-MG GRP78 promoter luciferase reporter, 16 h; Potency, µM, inactives show top-dose activation, actives largely listed as activators; 420,000 tested, 0.02% active; AID 602332, 2012; further: potency means the concentration at half of the fitted maximal effect; series mostly up to about 76 µM; % of control where 0% means no effect; nearly all actives have a fitted effect of over 35% in size
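Stably transfected U87-MG glioma cells carrying a GRP78-based luciferase sensor; 16 h compound incubation. Luminescence end-point read 10 min after Bright-Glo addition at room temperature.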
ALOX12 inh: Primary qHTS assay for inhibitors of human arachidonate 12S-lipoxygenase (ALOX12): Round 2; purified 12hLO, xylenol orange hydroperoxide absorbance; AID 1671190, 2021; Polyunsaturated fatty acid lipoxygenase ALOX12 (Homo sapiens), P18054; Potency, µM (highest dose often 108 µM), for the others: at the top dose activity change, negative = inhibition, usual class: inhibitors; 580,000 tested, 1.1% active; further: potency means the concentration at half of the fitted maximal effect; on the % scale 0 is the no-effect control and ±100 the full control effect
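Purified human 12hLO (150 nM final) in 25 mM Hepes, 0.01% Triton X-100, pH 7.0 was preincubated 15 min at room temperature with compound. Then 40 uM arachidonic acid was added, 30 min. Hydroperoxide was read by Fe-XO absorbance ratio 573/405 nm.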
ERG-DNA inh: qHTS for Small Molecule Inhibitors of the ERG Ets/DNA interaction; Transcriptional regulator ERG (Homo sapiens), P11308; Potency, µM (top dose mostly 76.9 µM), for inactives: top-dose FP activity, negative = inhibition, most hits filed as inhibitors; fluorescence polarization, His-ERG Ets domain / labelled DNA; 370,000 tested, 0.028% active; AID 624246, 2012; active means well fitted inhibition curve with a large enough effect in the polarisation, with a control signal flat; inconclusive means small, poorly fitted or top-dose-only effect, or effect the other way, or a change in a side signal; inactive means no such curve, though single readings can be large or run the other way; the % refers to the polarisation;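 further: polarization taken with two DNA probes labelled with fluorescein and Texas red; potency means the concentration at half of the fitted maximal effect; % of control where 0% means no effect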
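His-tagged ERG Ets domain (1 uM in the protein solution; 300mM KCl, 50mM Tris-HCl, 1mM EDTA, 1mM DTT, pH 7.5) received compound, then a probe mix of 5 nM fluorescein-DNA and 100nM Texas-615-DNA. Fluorescence polarization was read for both dyes.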
D2 antagonist: HTS Assay for Allosteric Antagonists of the Human D2 Dopamine Receptor: Primary Screen for Antagonists; D(2) dopamine receptor (Homo sapiens), P14416; HEK293 TREx D2 cells, calcium flux, dopamine EC80; inhibition, % at 10 µM; 340,000 tested, 2% active; AID 485344, 2010; in the data active means inhibition above about 30%; further: 0% is about no effect
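Dopamine at EC80 is the agonist stimulus; test compounds precede it by 180 s. Calcium flux read kinetically in a force-coupled, inducible HEK293 T-REx D2 cell line.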
LDHA inh: qHTS assay for inhibitors of human lactate dehydrogenase; L-lactate dehydrogenase A chain (Homo sapiens), P00338; purified LDHA, NADH/diaphorase-resazurin fluorescence; stronger effect = lower value; activity change, % (values are at about 110 or 230 µM); 480,000 tested, 0.15% active; AID 1347041, 2019; in the data active means activity change below about -30%; inconclusive means mostly about -25% to -30%;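 further: plate controls were DMSO wells for no effect and wells without enzyme for full effect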
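Human LDH5 (2 nM) was incubated with 0.06 mM NADH and 0.2 mM pyruvate for 5 min at room temperature in Tris pH 7.4. Remaining NADH was coupled through diaphorase/resazurin, and resorufin fluorescence was read at 0 and 20 min.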
RGS4 inh: Inhibitors of Regulator of G Protein Signaling (RGS) 4: qHTS | Transcreener GDP fluorescence polarization, RGS4-accelerated GTP hydrolysis | Regulator of G-protein signaling 4 (Homo sapiens), P49798 | 390,000 tested, 0.039% active | Potency, µM (doses to about 114 µM), without a hit: at the top dose activity change, negative = inhibition, actives largely listed as inhibitors; further: potency means the concentration at half of the fitted maximal effect; on the % scale 0 is the no-effect control and ±100 the full control effect; nearly all actives have a fitted effect of over 75% in size; some results filed as inactive show a strong effect at the top dose
Target sequence (P49798 whole entry, looked up): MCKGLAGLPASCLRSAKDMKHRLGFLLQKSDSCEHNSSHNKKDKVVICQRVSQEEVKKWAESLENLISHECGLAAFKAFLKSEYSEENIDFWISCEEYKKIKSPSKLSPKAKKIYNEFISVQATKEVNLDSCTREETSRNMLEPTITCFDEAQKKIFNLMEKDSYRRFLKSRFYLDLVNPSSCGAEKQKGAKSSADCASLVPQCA
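MLSMR compounds (23 nl, pin-transferred) preincubated 10 min at room temperature with a 500nM (2x) first reagent, then RGS4 at 900nM (2x) plus Transcreener GDP mix added; fluorescence polarization (620/688 nm) read before and after 90 min at 30 °C.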
Active calls of the source: *; [ ] = another dose, or the depositor's remark. Unless noted, the call rests on the fitted dose curve; in most records, active means well fitted curve in the direction sought with a large enough effect; inconclusive means small, poorly fitted or top-dose-only effect, or another doubt; inactive means no such curve, though single readings can be large; an effect the other way counts as inactive or inconclusive. Some of the compounds tested. The share of hits here may be higher or lower than overall.

For Cc1ccc(OCCC(=O)OCC(=O)NCCNC(=O)COC(=O)CCOc2ccc(C)cc2)cc1 the results were Vif-A3G inh -1%, Vif-A3F inh -4%, Glioma ERSR ind -4%, ALOX12 inh 27% and LDHA inh -10.
Cc1cc(NS(=O)(=O)c2ccc(NC(=O)CSc3nc4sc(C(=O)O)c(C)c4c(=O)[nH]3)cc2)no1 was read as Vif-A3G inh -1%, Vif-A3F inh 3%, D2 agonist 0.4, Glioma ERSR ind -2%, ALOX12 inh -23%, ERG-DNA inh -6%, D2 antagonist -5, LDHA inh -8 and RGS4 inh inconclusive.
Cc1c(C(=O)Nc2ccc(S(=O)(=O)NCC3CCCO3)cc2)cccc1[N+](=O)[O-] (stereo not given) was read as Vif-A3G inh -5%, Vif-A3F inh -18%, D2 agonist -0.2, Glioma ERSR ind -4%, ALOX12 inh -5%, ERG-DNA inh 6%, D2 antagonist -3, LDHA inh 1 and RGS4 inh 27%.
`CC(=O)c1cccc(CN2CCC(C(=O)Nc3cccc(-c4ccn[nH]4)c3)CC2)c1` gave Vif-A3G inh -4%, Vif-A3F inh -19%, D2 agonist -0.3, Glioma ERSR ind -3%, ALOX12 inh 0%, ERG-DNA inh 4%, D2 antagonist -31, LDHA inh 2 and RGS4 inh -6%.
CCOc1ccc(-n2c(Cc3ccccc3)nnc2SCc2nc(-c3ccccc3OC)no2)cc1 was read as Vif-A3G inh 0%, Vif-A3F inh 2%, D2 agonist -0.8, Glioma ERSR ind -4%, ALOX12 inh -2%, ERG-DNA inh 7%, LDHA inh -1 and RGS4 inh -20%.
Cc1ccc(C)c(NC(=O)CSc2nc3nc(-c4cccs4)cc(C(F)(F)F)c3c(=O)[nH]2)c1 was read as Vif-A3G inh -10%, Vif-A3F inh 3%, D2 agonist 0.8, Glioma ERSR ind -4%, ALOX12 inh -21%, ERG-DNA inh 1%, D2 antagonist 16, LDHA inh -10 and RGS4 inh 23%[11.4 µM].
`O=C(NCCNC(=O)c1cnccn1)c1cccc(Cl)c1` gave Vif-A3G inh 1%, Vif-A3F inh -10%, D2 agonist -0.2, Glioma ERSR ind -3%, ALOX12 inh -3%, ERG-DNA inh -13%, D2 antagonist -58, LDHA inh -3 and RGS4 inh 6%.
`CCOC(=O)N(C)C[C@H]1OCc2cn(nn2)CCCC(=O)N([C@H](C)CO)C[C@@H]1C` gave Vif-A3G inh 0%, Vif-A3F inh 3%, Glioma ERSR ind -4%, ALOX12 inh 0% and LDHA inh 0.
CC1CC(C)CN(C(=O)C2CCCN(S(=O)(=O)c3cccc4nonc34)C2)C1 (stereo not given) was read as Vif-A3G inh -4%, Vif-A3F inh -1%, D2 agonist 0.5, Glioma ERSR ind 0%, ALOX12 inh 0%, ERG-DNA inh -5%, D2 antagonist 27, LDHA inh 2 and RGS4 inh 9%.
Screening c1ccc(-c2nnc(-c3ccccn3)s2)nc1 returned Vif-A3G inh -1%, Vif-A3F inh -2%, D2 agonist 0.4, Glioma ERSR ind -11%, ALOX12 inh inconclusive, ERG-DNA inh 12%, D2 antagonist 4, LDHA inh -6 and RGS4 inh -31%.
`CCc1ccc(CNC(=O)CCCC(=O)n2nc(C)c3ccccc32)cc1` gave Vif-A3G inh 1%, Vif-A3F inh -7%, D2 agonist 1.5, Glioma ERSR ind -8%, ALOX12 inh 7%, ERG-DNA inh -8%, D2 antagonist 2, LDHA inh -5 and RGS4 inh 6%.
For O=C(O)C1=C[C@H](c2coc3ccccc3c2=O)C[C@H](OCCCCO)O1 the results were Vif-A3G inh 0%, Vif-A3F inh -4%, D2 agonist -0.1, Glioma ERSR ind -4%, ALOX12 inh -11%, ERG-DNA inh 10%, D2 antagonist -6, LDHA inh 1 and RGS4 inh -16%.
Cc1ccc(N(C(=O)CNC(=O)c2ccco2)C(C(=O)NCC2CCCO2)c2ccccc2)cc1C (stereo not given) was read as Vif-A3G inh 0%, Vif-A3F inh 2%, D2 agonist -0.3, Glioma ERSR ind -6%, ALOX12 inh 1%, ERG-DNA inh -1%, D2 antagonist 4, LDHA inh -4 and RGS4 inh 21%.
`Cc1ccc(N(C(=O)CCC(=O)Nc2cc(C)on2)C(C(=O)NC2CCCC2)c2ccccc2)cc1` (stereo not given) gave Vif-A3G inh 0%, Vif-A3F inh -8%, D2 agonist -0.2, Glioma ERSR ind -3%, ALOX12 inh -10%, ERG-DNA inh -8%, D2 antagonist 0, LDHA inh -12 and RGS4 inh 8%.
For Cc1cccc(OCC(=O)Nc2nc(-c3ccncc3)cs2)c1 the results were Vif-A3G inh -8%, Vif-A3F inh -2%, D2 agonist 0.2, Glioma ERSR ind -1%, ALOX12 inh 255%[activator], ERG-DNA inh 0%, D2 antagonist 4, LDHA inh -4 and RGS4 inh -1%.

Continued; the last two above are carried over.
`Cc1ccc(N(C(=O)CCC(=O)Nc2cc(C)on2)C(C(=O)NC2CCCC2)c2ccccc2)cc1` (stereo not given) gave Vif-A3G inh 0%, Vif-A3F inh -8%, D2 agonist -0.2, Glioma ERSR ind -3%, ALOX12 inh -10%, ERG-DNA inh -8%, D2 antagonist 0, LDHA inh -12 and RGS4 inh 8%.
For Cc1cccc(OCC(=O)Nc2nc(-c3ccncc3)cs2)c1 the results were Vif-A3G inh -8%, Vif-A3F inh -2%, D2 agonist 0.2, Glioma ERSR ind -1%, ALOX12 inh 255%[activator], ERG-DNA inh 0%, D2 antagonist 4, LDHA inh -4 and RGS4 inh -1%.
For O=C(O)c1cccc2cc(-c3ccccc3)oc(=O)c12 the results were Vif-A3G inh 0%, Vif-A3F inh 0%, D2 agonist -0.7, Glioma ERSR ind 1%, ALOX12 inh -40%, ERG-DNA inh 8%, D2 antagonist -8, LDHA inh -1 and RGS4 inh 20%.
COC(=O)CNC(=O)Cn1cnc2sc(C)c(S(=O)(=O)N3CCC(C)CC3)c2c1=O was read as Vif-A3G inh 0%, Vif-A3F inh -11%, D2 agonist -1.5, Glioma ERSR ind -1%, ALOX12 inh 0%, ERG-DNA inh 1%, D2 antagonist -1, LDHA inh -5 and RGS4 inh -25%.
COc1ccc(Cl)cc1NC(=O)c1c(NCc2cccnc2)sc2c1CCCC2 was read as Vif-A3G inh -11%, Vif-A3F inh -3%, D2 agonist -1.0, Glioma ERSR ind -1%, ALOX12 inh 1%, ERG-DNA inh -2%, LDHA inh 3 and RGS4 inh inconclusive.
`O=C(O)/C=C/C(=O)Nc1ccc(OC(F)(F)Cl)cc1` gave Vif-A3G inh 0%, Vif-A3F inh 9%, Glioma ERSR ind -4%, ALOX12 inh -14%, ERG-DNA inh -1%, LDHA inh -2 and RGS4 inh -3%.
For CC1=CN2C(=N)/C(=C/c3ccc(Sc4ccc(C)cc4)o3)C(=O)N=C2S1 the results were Vif-A3G inh inconclusive, Vif-A3F inh -26%, D2 agonist 1.9, Glioma ERSR ind 1%, ALOX12 inh -12%, ERG-DNA inh -8%, D2 antagonist -4, LDHA inh -1 and RGS4 inh -2%.
`CC(=O)c1c(C)[nH]c(C(=O)COC(=O)c2cc(S(=O)(=O)N(C)c3ccccc3)ccc2Cl)c1C` gave Vif-A3G inh 2%, Vif-A3F inh -35%, D2 agonist -1.5, Glioma ERSR ind -3%, ALOX12 inh -17%, ERG-DNA inh 4%, D2 antagonist 3, LDHA inh 0 and RGS4 inh -53%.
For COc1ccc(Cn2cc(C(=O)c3ccc(F)cc3)c(=O)c3cc4c(cc32)OCCO4)cc1 the results were Vif-A3G inh -5%, Vif-A3F inh 0%, D2 agonist 1.0, Glioma ERSR ind 0%, ALOX12 inh -20%, ERG-DNA inh -18%, LDHA inh -18 and RGS4 inh -50%.
For CCN(CCNC(=O)C1CCC(=O)N1Cc1ccc(C)cc1)c1ccccc1 (stereo not given) the results were Vif-A3G inh -1%, Vif-A3F inh -13%, D2 agonist -0.2, Glioma ERSR ind -2%, ALOX12 inh 1%, ERG-DNA inh 1%, D2 antagonist 4, LDHA inh 1 and RGS4 inh -14%.
COc1ccccc1C1C(C(=O)N2CCCCC2)=C(C)Nc2nc3ccccc3n21 (stereo not given) was read as Vif-A3G inh 0%, Vif-A3F inh 0%, D2 agonist 0.3, Glioma ERSR ind -3%, ALOX12 inh -7%, ERG-DNA inh 2%, LDHA inh -14 and RGS4 inh 21%.
For N#CC1=C(N)Oc2ccc3ccc(O)cc3c2C1c1ccsc1 (stereo not given) the results were Vif-A3G inh inconclusive, Vif-A3F inh inconclusive, D2 agonist -0.6, Glioma ERSR ind -5%, ALOX12 inh inconclusive, ERG-DNA inh 7%, D2 antagonist -8, LDHA inh 5 and RGS4 inh -30%.

Screening data deposited in PubChem by National Center for Advancing Translational Sciences (NCATS).
